High-throughput results (PubChem BioAssay)
KDM4C inh: inhibitors of GASC-1 (KDM4C) histone demethylase, primary screen, biochemical, single concentration HTS | Lysine-specific demethylase 4C (Homo sapiens), Q9H3R0 | AID 720574, 2013 | inhibition, % at 12.5 µM | GST-KDM4C 2-372, H3K9me3 peptide, LANCE TR-FRET | 96,000 tested, 0.15% active;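 active means mean replicate inhibition above about 25%, with at least 55% of replicates also reaching it, limit read from the data, passing the limit was not always enough; inconclusive means only one of those two conditions met; inactive means neither condition met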
Target sequence (Q9H3R0 2-372 limits assumed): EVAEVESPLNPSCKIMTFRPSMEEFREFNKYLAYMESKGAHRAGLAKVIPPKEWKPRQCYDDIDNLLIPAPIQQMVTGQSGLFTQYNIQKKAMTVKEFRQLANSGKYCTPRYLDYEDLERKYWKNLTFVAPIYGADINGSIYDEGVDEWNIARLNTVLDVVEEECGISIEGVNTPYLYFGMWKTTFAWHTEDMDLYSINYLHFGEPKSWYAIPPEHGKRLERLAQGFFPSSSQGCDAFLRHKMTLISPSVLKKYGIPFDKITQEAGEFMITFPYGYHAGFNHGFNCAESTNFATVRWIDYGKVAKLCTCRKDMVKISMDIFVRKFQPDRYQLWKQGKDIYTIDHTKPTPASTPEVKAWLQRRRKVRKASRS
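material = GST-tagged GASC-1 (JMJD2C) catalytic fragment, aa 2-372 | amount = enzyme final amount 10 nM | medium = HEPES buffer, pH 7.5, plus ascorbate | also added = H3K9me3 peptide substrate, Fe(II), 2-oxoglutarate | dosing = single dose | times = 30 min demethylation and 1 h detection at room temperature | detection = LANCE TR-FRET | read-out basis = Fall in 671/618 emission ratio as inhibition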
Pf Dd2 inh: P. falciparum Dd2 growth inhibitors, primary screen, SYBR Green fluorescence, single dose replicates | 72 h; hits give low values | activity change, % at 10 µM | 94,000 tested, 2.3% active; in the data active means activity change below about -80%; inconclusive means no clear call, values can overlap the other calls
C diff HTS: C. difficile growth inhibitors, primary screen, HTS. Clostridium difficile clinical isolate growth, OD600, 24 h; hits give low values. growth activity, negative = inhibition, % at 16 µg/mL (by protocol). 86,000 tested, 0.25% active. AID 1259249, 2017;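 active means mean growth activity at or below -80% and every replicate also at or below -80%; inconclusive means mean at or below -80% but some replicate above -80%; inactive means mean growth activity above -80%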;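 further: 0% = DMSO wells and -100% = levofloxacin 16 µg/mL wells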
Tcruzi prolif: T. cruzi intracellular proliferation inhibitors, primary screen, cell-based, beta-gal Tulahuen parasites, NIH3T3 host, luminescence; T. cruzi beta-gal in NIH3T3, GalScreen luminescence, 90 h; inhibition, % at 8.34 µM; 77,000 tested, 5.9% active;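 active means mean inhibition above about 93%, with at least 55% of replicates each passing it, limit read from the data, passing the limit was not always enough; inconclusive means only one of those two conditions holds; inactive means neither condition holds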
An asterisk follows results filed as active; ? = inconclusive; / = no result given; & = joins results of further samples.

Results follow in this order: KDM4C inh | Pf Dd2 inh | C diff HTS | Tcruzi prolif
CO[C@@H]1CN(C)C(=O)c2ccc(NS(=O)(=O)c3cn(C)cn3)cc2OC[C@H](C)NC[C@@H]1C
    -0.4 | 2 | / | 57
O=C(C[C@H]1CC[C@H]2[C@@H](COC[C@H](O)CN2C(=O)c2ccccc2F)O1)N1CCOCC1
    5.1 | 8 | / | -36
C[C@H]1CCCCO[C@@H](CN(C)C(=O)Cc2ccccc2)[C@@H](C)CN([C@@H](C)CO)C(=O)c2cc(NC(=O)c3ccncc3)ccc2O1
    -1.7 | -14 | -4 | /
COc1ccc(CN(C)C[C@H]2OCCCC[C@H](C)Oc3ccc(NS(=O)(=O)c4cccs4)cc3C(=O)N([C@H](C)CO)C[C@@H]2C)cc1
    1.8 | -26 | 5 | 35
C[C@@H]1CCCCO[C@H](CN(C)Cc2ccc3c(c2)OCO3)[C@H](C)CN([C@@H](C)CO)C(=O)c2cc(NS(=O)(=O)c3ccc(F)cc3)ccc2O1
    -0.7 | -65 | / | 85
O=C(NC[C@H]1CC[C@H]2[C@H](CN2C(=O)Cc2ccncc2)O1)C1CCOCC1
    / | 50 | 5 | /
COc1ccc(S(=O)(=O)N(C)C[C@@H]2OCCCC[C@H](C)Oc3ccc(NS(=O)(=O)c4ccc(F)cc4)cc3C(=O)N([C@@H](C)CO)C[C@H]2C)cc1
    -0.8 | -44 | 5 | 105*
C[C@H](CO)N1C[C@H](C)[C@H](CN(C)C)Oc2cc(-c3ccc(F)cc3)ccc2S1(=O)=O
    -0.2 | 14 | 6 | 36
CCCNC(=O)N1C[C@@H](C)[C@@H](OC)CN(C)C(=O)c2ccc(NC(C)=O)cc2OC[C@H]1C
    0.7 | 2 | / | -6
O=C(C1CCCCC1)N1CC2(C1)[C@H](c1ccccc1)[C@H](CO)N2Cc1ccccc1F
    -0.9 | -19 | 4 | /
CCCC#Cc1cnc2c(c1)C(=O)N([C@@H](C)CO)C[C@H](C)[C@@H](CN(C)C(=O)C1CCCCC1)O2
    1.4 | -52 | -2 | -26
CO[C@@H](CN(C)C(=O)c1ccccc1F)[C@H](C)CN([C@H](C)CO)S(=O)(=O)c1ccc(C)cc1
    0.0 | -11 | / | 13
COc1cccc(S(=O)(=O)N2C[C@@H](O)COC[C@H]3O[C@@H](CC(=O)N4CCOCC4)CC[C@@H]32)c1
    -0.8 | -11 | / | 22
CCCN(C)C[C@H]1OCCCC[C@@H](C)Oc2ccc(NC(=O)CCC(F)(F)F)cc2C(=O)N([C@H](C)CO)C[C@@H]1C
    -0.6 | -61 | 0 | 50
COc1ccc(NC(=O)N2C[C@H](O)COC[C@H]3O[C@@H](CC(=O)N4CCCCC4)CC[C@@H]32)cc1
    1.9 | 9 | 0&0 | 3
Cc1ccc(S(=O)(=O)Nc2cccc3c2O[C@@H](CN(C)C(=O)Nc2ccc(F)cc2)[C@@H](C)CN([C@H](C)CO)C3=O)cc1
    -2.0 | -10 | -7 | 45
CO[C@@H]1CC[C@@H]2CCOc3ccc(C#N)cc3C(=O)N(C)[C@H](C)C(=O)N(C)C[C@H]1O2
    -0.7 | / | -5 | 3
COCC(=O)Nc1ccc2c(c1)C(=O)N(C)C[C@@H](OC)[C@H](C)CN(C(=O)CC1CC1)[C@H](C)CO2
    0.2 | 1 | / | 35
COc1cccc(NC(=O)N[C@@H]2C=C[C@@H](CC(=O)Nc3ccc(-c4ccccc4)cc3)O[C@@H]2CO)c1
    10 | -9 | 0 | 19
C[C@@H]1CN([C@@H](C)CO)S(=O)(=O)c2ccc(C3=CCCCC3)cc2O[C@@H]1CN(C)Cc1ccccc1
    -0.4 | -71 | / | 122*
COc1ccc(NC(=O)N(C)C[C@H]2OCCCC[C@@H](C)Oc3ccc(NC(=O)Nc4ccc5c(c4)OCO5)cc3C(=O)N([C@H](C)CO)C[C@H]2C)cc1
    0.2 | -42 | 3 | 23
C[C@H](NC(=O)C[C@H]1C[C@H]2c3cc(NC(=O)c4cccnc4)ccc3O[C@H]2[C@H](CO)O1)c1ccccc1
    0.6 | 2 | / | 18
O=C(c1ccccc1)N1CC(=O)N2[C@H](CO)[C@H](c3ccc(-c4ccccc4)cc3)[C@@H]2C1
    9.5 | -28 | 33 | /
C[C@H](CO)N1C[C@H](C)[C@@H](CN(C)Cc2cccnc2)Oc2cc(-c3ccncc3)ccc2S1(=O)=O
    / | -31 | 6 | 82
CCC(=O)N(C)C[C@H]1Oc2ncc(C#Cc3ccc(OC)cc3)cc2C(=O)N([C@@H](C)CO)C[C@H]1C
    -1.9 | -4 | -3 | -20
COc1ccc(NC(=O)Nc2cccc3c2O[C@@H](CN(C)C(=O)Nc2ccccc2)[C@@H](C)CN([C@H](C)CO)C3=O)cc1
    -1.3 | 11 | -2 | /
Cc1noc(C)c1NC(=O)Nc1ccc2c(c1)C(=O)N(C)[C@H]1CC[C@H](CC(=O)N[C@H]3CCN(Cc4ccccc4)C3)O[C@H]1CO2
    -0.2 | -72 | -1 | 106*
CNC(=O)C[C@@H]1CC[C@@H]2[C@H](COc3ccc(NC(=O)Nc4c(C)noc4C)cc3C(=O)N2C)O1
    0.1 | 10 | -1 | -13
CCS(=O)(=O)NCC[C@H]1CC[C@H](NC(=O)C2CCC2)[C@H](CO)O1
    -1.0 | 12 | -1 | /
CCCNC(=O)C[C@H]1CC[C@H]2[C@H](COc3ccc(NC(=O)c4cccc(F)c4)cc3C(=O)N2C)O1
    -1.0 | 6 | 4 | 58

Full records from above.
CNC(=O)C[C@@H]1CC[C@@H]2[C@H](COc3ccc(NC(=O)Nc4c(C)noc4C)cc3C(=O)N2C)O1 is listed as KDM4C inh: 0.1; Pf Dd2 inh: 10; C diff HTS: -1; Tcruzi prolif: -13
COc1ccc(NC(=O)N2C[C@H](O)COC[C@H]3O[C@@H](CC(=O)N4CCCCC4)CC[C@@H]32)cc1 is listed as KDM4C inh: 1.9; Pf Dd2 inh: 9; C diff HTS: 0&0; Tcruzi prolif: 3

Some of these compounds in order of count of non-hydrogen atoms, falling.
Results follow in this order: KDM4C inh | Pf Dd2 inh | C diff HTS | Tcruzi prolif
Cc1noc(C)c1NC(=O)Nc1ccc2c(c1)C(=O)N(C)[C@H]1CC[C@H](CC(=O)N[C@H]3CCN(Cc4ccccc4)C3)O[C@H]1CO2
    -0.2 | -72 | -1 | 106*
O=C(NC[C@H]1CC[C@H]2[C@H](CN2C(=O)Cc2ccncc2)O1)C1CCOCC1
    / | 50 | 5 | /
CCS(=O)(=O)NCC[C@H]1CC[C@H](NC(=O)C2CCC2)[C@H](CO)O1
    -1.0 | 12 | -1 | /

(more compounds)
Results follow in this order: KDM4C inh | Pf Dd2 inh | C diff HTS | Tcruzi prolif
C[C@H](CO)N1C[C@H](C)[C@H](CN(C)C(=O)Nc2ccc(F)cc2)Oc2ccc(NS(=O)(=O)c3ccccc3)cc2C1=O
    -1.3 | -5 | -3 | -36
C[C@H](CO)N1C[C@H](C)[C@@H](CN(C)S(=O)(=O)c2ccc(Cl)cc2)OCCCC[C@H](C)Oc2ccc(NC(=O)Nc3ccc4c(c3)OCO4)cc2C1=O
    0.3 | -64 | 4 | 106*
C[C@@H]1CCCCO[C@@H](CN(C)Cc2ccc(C(F)(F)F)cc2)[C@H](C)CN([C@@H](C)CO)C(=O)c2cc(NC(=O)C3CCCCC3)ccc2O1
    -0.9 | -43 | 2 | 114*
NCC[C@H]1CC[C@H](NC(=O)Cc2ccncc2)[C@@H](CO)O1
    -0.2 | 12 | 2 | 19
C[C@@H]1CCCCO[C@H](CN(C)Cc2ccncc2)[C@H](C)CN([C@@H](C)CO)C(=O)c2cc(NC(=O)c3ccncc3)ccc2O1
    -1.0 | 0 | -6 | -13
C[C@H]1CCCCO[C@H](CN(C)C(=O)NC2CCCCC2)[C@@H](C)CN([C@@H](C)CO)C(=O)c2cc(NC(=O)Nc3ccc(C(F)(F)F)cc3)ccc2O1
    0.7 | -56 | 1 | 85
C[C@@H]1CN([C@H](C)CO)C(=O)c2cc(NS(=O)(=O)c3cccs3)ccc2O[C@H]1CN(C)S(=O)(=O)c1ccc(Cl)cc1
    0.5 | 9 | / | -99
C/C=C/c1ccc2c(c1)O[C@H](CN(C)C(=O)Nc1cc(F)ccc1F)[C@H](C)CN([C@@H](C)CO)S2(=O)=O
    6.5 | -9 | 9 | 16
CC=Cc1ccc2n(c1=O)C[C@H]1[C@H](CO)[C@@H](C(=O)NCc3ccc(F)cc3)[C@@H]2N1CC (mixture of isomers)
    0.0 | -13 | 1 | -7
C[C@H](O)C#Cc1ccc([C@H]2[C@H]3CN(C(=O)c4ccc5c(c4)OCO5)CCCCN3[C@H]2CO)cc1
    -0.9 | 29 | 3 | 36
CCC(=O)N1C[C@@H](O)COC[C@H]2O[C@H](CC(=O)NCc3ccccc3Cl)CC[C@@H]21
    0.4 | 24 | 5&0 | /
COc1ccccc1C(=O)Nc1ccc2c(c1)C(=O)N(C)C[C@H](OC)[C@@H](C)CN(C)[C@H](C)CO2
    0.0 | -21 | 1 | -33
C[C@H]1CN([C@@H](C)CO)C(=O)c2cc(C#CC3CCCCC3)cnc2O[C@H]1CN(C)S(C)(=O)=O
    -1.2 | 3 | -3 | 97
C/C=C/c1ccc2c(c1)O[C@H](CN(C)C(C)=O)[C@H](C)CN([C@H](C)CO)S2(=O)=O
    -0.6 | 51 | -6 | /
CN1CCN(C(=O)C[C@H]2C[C@@H]3c4cc(NC(=O)NC5CCCCC5)ccc4O[C@@H]3[C@H](CO)O2)CC1
    -1.2 | 3 | / | 21
CC(C)NC(=O)N1CC(=O)N2[C@H](C1)[C@@H](c1ccc(/C=C/c3ccccc3)cc1)[C@@H]2CO
    1.6 | -34 | 3 | /
CC(C)NC(=O)N(C)C[C@@H]1Oc2c(cccc2N(C)C)C(=O)N([C@H](C)CO)C[C@H]1C
    -0.3 | 3 | 1 | 3
C[C@@H]1CCCCO[C@@H](CN(C)C(=O)C2CCCCC2)[C@@H](C)CN([C@@H](C)CO)C(=O)c2cc(NS(=O)(=O)c3ccc(Cl)cc3)ccc2O1
    1.5 | -21 | -2 | 93
CNC[C@@H]1Oc2ccc(NS(=O)(=O)c3cccs3)cc2C(=O)N([C@H](C)CO)C[C@@H]1C
    -1.8 | 20 | 3 | 0
C[C@@H]1CN([C@H](C)CO)C(=O)c2cc(NC(=O)Cn3cnnn3)ccc2O[C@H]1CN(C)C(=O)Nc1cccc2ccccc12
    -0.4 | 8 | -3 | 89
C[C@H]1CN([C@@H](C)CO)S(=O)(=O)c2ccc(-c3cncnc3)cc2O[C@@H]1CN(C)C(=O)C1CCCCC1
    35* | -28 | -2 | /
C[C@@H]1CN([C@H](C)CO)S(=O)(=O)c2ccc(-c3ccccc3)cc2O[C@H]1CN(C)C(=O)CC1CC1
    0.4 | -14 | 0 | 52
O=C(O)C[C@@H]1CC[C@@H](NC(=O)c2ccncc2)[C@H](CO)O1
    0.8 | -6 | / | -33
O=C(C[C@H]1C[C@@H]2c3cc(NC(=O)c4ccc5c(c4)OCO5)ccc3O[C@@H]2[C@@H](CO)O1)NCc1cccnc1
    0.4 | 1 | / | -77
O=C(C[C@H]1C[C@@H]2c3cc(NC(=O)C4CCC4)ccc3O[C@@H]2[C@H](CO)O1)NCc1cccnc1
    2.7 | 3 | -1 | 33
C[C@H](CO)N1C[C@H](C)[C@H](CN(C)C(=O)Oc2ccccc2)OCc2ccccc2-c2ccccc2C1=O
    3.0 | 18 | / | 19
C[C@@H]1CN([C@@H](C)CO)C(=O)CCCn2nncc2CO[C@@H]1CN(C)S(C)(=O)=O
    / | 7 | -1 | 5
C/C=C/c1ccc2c(c1)O[C@@H](CN(C)C(=O)C1CCOCC1)[C@@H](C)CN([C@H](C)CO)S2(=O)=O
    1.1 | 22 | 2 | 6
Cc1ccc(S(=O)(=O)N2CC[C@H]3[C@H](CO)Nc4ccc(-c5ccccc5F)cc4[C@H]32)cc1
    11 | 12 | -4 | ?
N#C[C@H]1[C@@H](c2ccc(C#CC3CC3)cc2)[C@@H](CO)N1C(=O)Nc1ccc(F)cc1
    -4.9 | 33 | -1 | 34
Cc1ccc(S(=O)(=O)N[C@H]2CC[C@H](CC(=O)NCc3ccccc3F)O[C@H]2CO)cc1
    0.1 | -8 | 14 | 28
CCC(=O)N1CCC2(CC1)CN(Cc1ccccc1Cl)[C@@H](CO)c1c2c2ccc(OC)cc2n1C
    -2.1 | -70 | 9 | /
